# Screening results from PubChem BioAssay.
# All columns: NCI-60 one-dose screen, growth in % after 48 h at 10 µM unless noted; 100 = growth as untreated, 0 = no growth, -100 = all killed.
# HS 578T: HS 578T breast cancer. actives 4.1% (n = 78,000)
# LOX IMVI: LOX IMVI melanoma; actives 7.4% (n = 79,000)
# MDA-MB-231: MDA-MB-231 breast cancer. actives 5% (n = 81,000). AID 1794789
# BT-549: BT-549 breast cancer; actives 4.4% (n = 78,000)
# MDA-MB-468: MDA-MB-468 breast cancer; actives 8.5% (n = 78,000)
# T-47D: T-47D breast cancer. actives 5% (n = 79,000)
# MCF7: MCF7 breast cancer. actives 6.3% (n = 82,000)
# SK-MEL-28: SK-MEL-28 melanoma. actives 4.1% (n = 81,000)
# * hit, by the source's call; / = not tested or not shown; & = joins results of further samples; ! = not confirmed by another sample; [ ] = another dose, or the depositor's remark. The calls were made as follows: active = growth percent below 10; inactive = the rest.
(1) O/N=C(/CSc1nnc(-c2ccccc2)n1-c1ccccc1)c1ccccc1
(2) COc1cccc(-n2nc(C(=O)Nc3ccccc3)nc2-c2cc(OC)c(OC)c(OC)c2)c1
(3) CC1=NN(c2cccc(Cl)c2)C(=O)/C1=C\c1cn(Cc2ccccc2)c2ccc(Br)cc12
(4) CCOC(=O)c1[nH]n(-c2ccccc2)c(=O)c1/C=N/C(=S)NCc1ccccc1
(5) c1ccc2c(c1)CN(CCCN1CCOCC1)C2
(6) Cc1cc(C)nc(SC2=C(Nc3cc(Cl)ccc3O)C(=O)N(Cc3ccccc3)C2=O)n1
(7) O=Nc1c(O)[nH]c2ccc(Cl)c(Cl)c12
(8) O=C(NCCNc1nccc(-c2c(-c3cccc(O)c3)nc3sccn23)n1)c1cccc(C(F)(F)F)c1
(9) COc1ccc(C(=O)CC(CC(=O)c2ccc(OC)cc2)c2c(C)nn(-c3ccccc3)c2Cl)cc1
(10) CCc1c(C)c2cc3c(c(C)c2oc1=O)OC[C@@H](c1ccccc1)N3

Assay by compound,1,2,3,4,5,6,7,8,9,10
MDA-MB-231,68,104,92,108,107,64[30 µM],99,76,91,103
BT-549,111,87,110,89,121,85[30 µM],103,88,92,84
HS 578T,83,100,113,89,109,83[30 µM],38,/,94,107
LOX IMVI,104,102,98,96,107,71[30 µM],109,53,83,91
MCF7,129,92,90,96,95,46[30 µM],95,75,95,91
SK-MEL-28,118,97,109,106,105,106[30 µM],111,38,105,100
MDA-MB-468,93,84,27,95,90,/,111,70,96,100
T-47D,98,62,99,80,101,61[30 µM],116,70,109,83

(11) CC/C(=C(/c1ccc(O)cc1)c1ccc(OCCN2CCOCC2)cc1)c1ccc(Cl)cc1
(12) O=C(N/N=C/[C@H]1[C@@H]2CCO[C@@H]2C[C@@H]1O)c1ccncc1
(13) CCCCN(C=O)CCCC
(14) O=c1oc2ccc3ccccc3c2cc1-c1ccnc2ncnn12
(15) COC(=O)c1cc2oc(/C=C3/SC(=S)N(N)C3=O)cc2n1C
(16) N#C/C(C(=O)Nc1ccc(S(N)(=O)=O)cc1)=C1\C(=O)Nc2ccc([N+](=O)[O-])cc21
(17) COc1ccc(-c2cs/c(=N\N=C\c3ccc(F)cc3)n2-c2ccccc2)cc1
(18) Cc1c(-c2nnc(SCCc3ccccc3)n2Cc2ccccc2)nn(-c2ccc(Cl)cc2Cl)c1-c1ccc(Cl)cc1
(19) CC(C)=CCC/C(C)=C\C=N\O
(20) CSc1nnc(CCC(=O)Nc2c(C)cccc2C(C)(C)C)o1

Assay by compound,11,12,13,14,15,16,17,18,19,20
MDA-MB-231,95,117,96,96,109,89,80,78,115,100
BT-549,98,101,98,101,131,91,102,100,96,104
HS 578T,100,100,96,93,95,94,86,93,117,114
LOX IMVI,108,101,92,96,96,99,83,61,107,94
MCF7,59,100,96,86,98,96,80,72,96,101
SK-MEL-28,105,113,100,106,126,102,94,88,111,101
MDA-MB-468,68,105,99,105,/,106,81,68,121,92
T-47D,73,97,99,100,88,93,84,51,98,112

# Fetched by compound from the entries so far (two):
(18) Cc1c(-c2nnc(SCCc3ccccc3)n2Cc2ccccc2)nn(-c2ccc(Cl)cc2Cl)c1-c1ccc(Cl)cc1
(15) COC(=O)c1cc2oc(/C=C3/SC(=S)N(N)C3=O)cc2n1C

Assay by compound,18,15
MDA-MB-231,78,109
BT-549,100,131
HS 578T,93,95
LOX IMVI,61,96
MCF7,72,98
SK-MEL-28,88,126
MDA-MB-468,68,/
T-47D,51,88

# Following part
(21) Cc1cc(C)cc(CCc2cc(C)cc(C)c2)c1
(22) Clc1ccc(-c2nnc(Nc3ccc(Br)cc3)o2)cc1
(23) COc1ccc(C2CC(c3ccc(N)cc3)=NN2C(=O)c2cc(-c3ccccc3)nc3ccccc23)cc1OC (stereo not drawn)
(24) Cn1c(=O)c2[nH]c(=S)n(C)c2n(C)c1=O
(25) NC(N)=N/N=C/c1cc(Br)ccc1O
(26) O=C(Nc1cccc(-n2ccc3c(NC(=O)c4ccccc4)nccc32)c1)c1ccc(Cl)c(Cl)c1
(27) Cc1ccccc1-n1nnc(C(=O)Nc2nc(-c3ccccc3)c(-c3ccccc3)s2)c1C
(28) CC(=O)CC(C)(C)c1ccc(Cl)cc1
(29) NC1C2CCC1CN(c1cnc(C(=O)Nc3cc(F)cc4cccnc34)cn1)C2 (stereo not drawn)
(30) CN(Cc1cnc2nc(N)nc(N)c2n1)c1cccc2c1CN(C1CCC(=O)NC1=O)C2=O (stereo not drawn)

Assay by compound,21,22,23,24,25,26,27,28,29,30
MDA-MB-231,106,105,81,100,89,-54*,85[50 µM],106,39,111
BT-549,94,97,88,102,100,-76*,90[50 µM],101,95,105
HS 578T,100,107,88,86,131,/,47[50 µM],100,69,106
LOX IMVI,97,101,87,97,100,-84*,81[50 µM],97,26,101
MCF7,95,83,82,98,81,-84*,72[50 µM],105,3.2*,99
SK-MEL-28,106,103,93,102,98,-60*,87[50 µM],115,64,100
MDA-MB-468,98,67,105,94,93,-94*,62[50 µM],90,-4.0*,104
T-47D,110,96,73,97,91,-55*,/,94,34,98

(31) CCOC(=O)C1NNc2c3ncnc-3ncn2C1=O (stereo not drawn)
(32) c1ccc(/C(=N/c2sc(-c3ccccc3)nc2-c2ccccc2)N2CCN(c3ccccc3)CC2)cc1
(33) COC(=O)C1=CC(=O)N2CCN=C2S1
(34) O=C1CCC(N2C(=O)c3cccc(NCCCC4CCN(CCNC(=O)c5cc6c(o5)C(=O)c5ccccc5C6=O)CC4)c3C2=O)C(=O)N1 (stereo not drawn)
(35) COc1ccc(S(=O)(=O)Nc2cc(/C=C\c3cc(OC)c(OC)c(OC)c3)ccc2OC)cc1
(36) O=C(O)c1cc(Cl)ccc1O
(37) CC[C@]12C=CCN3CC[C@]4(C(=C(C(=O)OC)C1)Nc1cc(OC)c([C@@H]5[C@H]6O[C@H]6[C@@]6(CC)CC(C(=O)OC)=C7Nc8cc(O)ccc8[C@@]78CCN5[C@@H]68)cc14)[C@@H]32
(38) C#CC[C@@H]1C[C@]2(C)[C@H]3CC=C4[C@H]5CC(C)(C)CC[C@]5(C(=O)NCCCCN)CC[C@@]4(C)[C@]3(C)CC[C@H]2C(C)(C)[C@H]1OC(C)=O
(39) CCN(CC)CCNC(=O)c1cn2ncnc(Oc3ccc(NC(=O)Nc4ccc(Cl)c(C(F)(F)F)c4)c(F)c3)c2c1C
(40) C(=N\OCCc1ccccc1)/c1ccccn1

Assay by compound,31,32,33,34,35,36,37,38,39,40
MDA-MB-231,102,104,101,-25*,7.8*,98,-54*,-59*,-82*,112&124
BT-549,119,110,104,-96*,27,84,-29*,98,30,102&138
HS 578T,104,101,110,-26*,11,109,24,94,-7.9*,105&117
LOX IMVI,104,118,100,-90*,19,103,-95*,-70*,-95*,101&122
MCF7,98,81,95,-65*,-10.0*,95,-26*,4.3*,-65*,105&93
SK-MEL-28,108,107,108,-6.9*,49,104,-22*,102,-87*,112&114
MDA-MB-468,98,111,100,-74*,7.7*,94,-49*,-40*,/,107&112
T-47D,101,91,108,-5.6*,72,88,2.4*,/,64,114

(41) C=CC/C(=N\OS(=O)(=O)O)SC1OC(CO)C(O)C(O)C1O (stereo not drawn)
(42) Cc1[nH]c2ccccc2c(=O)c1CC=C(Cl)Cl
(43) CCN1CCN(c2nc(-c3ccccc3)c(C)c(C#N)c2C#N)CC1
(44) COc1ccc(/C=N/Nc2nc(Nc3ccccc3)nc(Nc3ccc(S(N)(=O)=O)cc3)n2)cc1
(45) COc1ccc(C2CC(c3ccc4ccccc4c3)=NN2c2nc(O)c(C3=c4cc(OC)ccc4=NC3=O)s2)cc1 (stereo not drawn)
(46) COC(=O)[C@]12CCC(C)(C)C[C@@H]1[C@H]1/C(=N/OCCC#N)C[C@@H]3[C@@]4(C)CC[C@H](OC(C)=O)C(C)(C)[C@@H]4CC[C@@]3(C)[C@]1(C)CC2
(47) CC(=O)c1cccc(C)n1
(48) CCOC(=O)C1=C(C)N=C2Sc3cccc(Cl)c3N2C1c1ccccn1 (stereo not drawn)
(49) CC(C)OC(=O)CCc1ccccc1
(50) C=CCNC(=S)NNC(=O)c1cc2ccc1CCc1ccc(cc1)CC2

Assay by compound,41,42,43,44,45,46,47,48,49,50
MDA-MB-231,88,34,93,67,-55*,39[100 µM],111,95,112,102
BT-549,108,135,93,86,-20*,73[100 µM],107,87,151,108
HS 578T,85,84,87,58,-7.1*,86[100 µM],107,94,58,106
LOX IMVI,101,3.1*,88,53,-78*,62[100 µM],107,96,94,96
MCF7,89,-89*,90,41,-29*,53[100 µM],96,93,96,101
SK-MEL-28,101,75,93,78,-49*,74[100 µM],114,105,132,106
MDA-MB-468,104,-43*,101,76,-47*,49[100 µM],108,92,98,111
T-47D,101,-26*,95,63,-73*,29[100 µM],96,83,106,101

(51) COc1ccc(-c2cnc3sc4ccccc4n23)cc1
(52) Cc1ccnc2c1NC(=O)c1cccnc1N2C1CC1
(53) CCOC(=O)C1=C(C)OC(=O)CC1C (stereo not drawn)
(54) Cc1cc(Cc2cc(C)c(O)c(CO)c2)cc(CO)c1O
(55) CC(=S)N=Cc1c(N)[nH]n(-c2ccccc2)c1=O
(56) O=C(O)Cc1ccccn1
(57) CSc1nc2c(c(=O)[nH]1)C(c1ccc(C)cc1)C=C(C(=O)O)N2 (stereo not drawn)
(58) CCN(CC)Cc1ccccc1
(59) O=C(c1cc(NCc2cc(O)ccc2O)ccc1O)N1CCOCC1
(60) CCOP(=O)(OCC)O[C@H]1CCC(=O)[C@@H]2[C@H]1[C@H]1C[C@@H]3[C@@]4(C)CCCC(C)(C(=O)OC)[C@@H]4CC[C@@]23C=C1C(C)C (stereo partly drawn)

Assay by compound,51,52,53,54,55,56,57,58,59,60
MDA-MB-231,81,100,105,105,104,116,136,98,105,67
BT-549,97,109,104,102,103,101,94,107,98,55
HS 578T,125,106,94,111,101,109,86,91,98,60
LOX IMVI,94,102,95,101,96,113,/,92,97,62
MCF7,87,119,96,104,98,100,101,101,95,33
SK-MEL-28,121,111,94,103,114,106,100,97,103,73
MDA-MB-468,109,102,99,71,112,101,114,96,121,8.0*
T-47D,/,98,101,92,96,110,97,102,86,42

# Entries listed so far that have a furan ring, fused or not, in the order listed:
(15) COC(=O)c1cc2oc(/C=C3/SC(=S)N(N)C3=O)cc2n1C
(34) O=C1CCC(N2C(=O)c3cccc(NCCCC4CCN(CCNC(=O)c5cc6c(o5)C(=O)c5ccccc5C6=O)CC4)c3C2=O)C(=O)N1 (stereo not drawn)

Assay by compound,15,34
MDA-MB-231,109,-25*
BT-549,131,-96*
HS 578T,95,-26*
LOX IMVI,96,-90*
MCF7,98,-65*
SK-MEL-28,126,-6.9*
MDA-MB-468,/,-74*
T-47D,88,-5.6*

# Later entries.
(61) CCN1C2CCC1/C(=C\c1ccc(F)cc1)C(=O)/C2=C/c1ccc(F)cc1
(62) O=C(Nc1ncc(Cc2ccccc2)s1)C1=NCCCN1
(63) O=C(O)C1C=Cc2ccccc2N1C(=O)c1ccccc1 (stereo not drawn) (tested in a mixture with another compound)
(64) COc1cc2c(cc1OC)C1=NN(C(=O)Nc3c(C)cccc3C)C(c3ccccc3)C1C2 (stereo not drawn)
(65) COc1ccc(C2=Nc3c(N)nc(N)nc3NC(c3ccc(Oc4nc(Nc5ccc(F)cc5)nc(N(C)C)n4)c(OC)c3)C2)cc1 (stereo not drawn)
(66) O=[N+]([O-])c1ccccc1S(=O)NCc1c(Cl)cccc1Cl (stereo not drawn)
(67) COc1cc([C@@H]2c3cc4c(cc3[C@H](O)[C@H]3COC(=O)[C@@H]23)OCO4)cc(OC)c1OC
(68) CC(=O)Nc1cccc(OCc2ccc([N+](=O)[O-])cc2)c1
(69) Cc1ccc(C(=O)Nc2ccc(CN3CCN(C)CC3)c(C(F)(F)F)c2)cc1C#Cc1cnc(N)c2ccc(C#N)cc12
(70) COc1ccc(C2=NN(C(N)=O)C(c3cn(-c4ccccc4)nc3-c3ccccc3)C2)cc1 (stereo not drawn)

Assay by compound,61,62,63,64,65,66,67,68,69,70
MDA-MB-231,62,100,99,100,43,105,17&37,106,11,71
BT-549,25,97,98,96,66,119,22,98,53,80
HS 578T,66,97,98,/,38,99,-48*,104,47,95
LOX IMVI,20,96,92,99,63,97,16&23,103,21,90
MCF7,19,100,100,92,39,87,5.6*!,111,74,54
SK-MEL-28,73,103,108,107,93,102,-24*!,110,13,90
MDA-MB-468,11,100,108,111,8.9*,94,-3.6*,/,35,85
T-47D,46,100,93,93,70,92[100 µM],71&40,98,/,70

(71) O=c1[nH]c2ccccc2cc1-c1nnc(-c2cccnc2)o1
(72) CC(=O)N(C)c1ccc(Nc2ccc(Nc3ccc(N(C)C(C)=O)cc3)c3c2C(=O)c2ccccc2C3=O)cc1
(73) CCCCOC(=O)CCN1CCN(c2cccc(C)c2)CC1
(74) Cn1c(N)c(C=O)c(=O)n(C)c1=O

Assay by compound,71,72,73,74
MDA-MB-231,121,49,98,100
BT-549,91,84,105,/
HS 578T,133,58,104,125
LOX IMVI,95,55,99,99
MCF7,91,52,97,93
SK-MEL-28,107,106,109,113
MDA-MB-468,103,31,104,105
T-47D,95,55,103,121

# 3 entries out of the list, ordered by molecular weight, falling.
(69) Cc1ccc(C(=O)Nc2ccc(CN3CCN(C)CC3)c(C(F)(F)F)c2)cc1C#Cc1cnc(N)c2ccc(C#N)cc12
(71) O=c1[nH]c2ccccc2cc1-c1nnc(-c2cccnc2)o1
(74) Cn1c(N)c(C=O)c(=O)n(C)c1=O

Assay by compound,69,71,74
MDA-MB-231,11,121,100
BT-549,53,91,/
HS 578T,47,133,125
LOX IMVI,21,95,99
MCF7,74,91,93
SK-MEL-28,13,107,113
MDA-MB-468,35,103,105
T-47D,/,95,121

# Given with values under each structure: part of the list above
# The line under a structure holds: MDA-MB-231	BT-549	HS 578T	LOX IMVI	MCF7	SK-MEL-28	MDA-MB-468	T-47D
13. CCCCN(C=O)CCCC
→ 96	98	96	92	96	100	99	99
14. O=c1oc2ccc3ccccc3c2cc1-c1ccnc2ncnn12
→ 96	101	93	96	86	106	105	100

# Compounds as they come; about 12% have a hit in one of these screens.
